Screening data as filed in PubChem BioAssay.
ZTA DNA inh: blocks Epstein-Barr virus ZTA, an EBNA-1 counter-screen | ZTA-DNA binding, fluorescence polarization | inhibition, % at 11 µM | AID 2234 | actives 0.15% (n = 320,000); in the data active = inhibition above about 33%
LYPLA1 counter: blocks human lysophospholipase 1, a PME1 counter-screen; recombinant LYPLA1, FP-Rh probe fluorescence polarization; inhibition, % at 5.9 µM; actives 0.16% (n = 320,000);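 active = inhibition above the mean of all tested compounds plus 3 SD, set per campaign, cut at about 14% in these data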;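 note: inhibitors block serine hydrolase probe labeling of LYPLA1 so polarization falls; 0% = enzyme with DMSO and 100% = wells lacking LYPLA1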
Target sequence (O75608 whole entry, looked up): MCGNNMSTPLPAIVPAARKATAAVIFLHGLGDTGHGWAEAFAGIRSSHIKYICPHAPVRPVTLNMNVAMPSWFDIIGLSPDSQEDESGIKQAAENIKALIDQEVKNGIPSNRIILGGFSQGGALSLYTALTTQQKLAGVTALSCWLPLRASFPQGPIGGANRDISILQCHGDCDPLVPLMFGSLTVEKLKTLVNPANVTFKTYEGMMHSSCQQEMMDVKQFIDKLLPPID
PAFAH1B2 inh: inhibitors of human PAFAH1B2; P68402; recombinant PAFAH1B2, FP-rhodamine activity probe, fluorescence polarization; inhibition, % at 3.39 µM; actives 1.2% (n = 340,000); AID 492953;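 active = inhibition above the mean of all tested compounds plus 3 SD, cut at about 24% in these data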;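 note: 0% = enzyme with DMSO and 100% = wells lacking PAFAH1B2; many of its hits are not listed in these tables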
EBNA-1 inh: blocks EBNA-1 binding to DNA | EBNA-1 DNA binding, fluorescence polarization | actives 0.34% (n = 300,000) | inhibition, % at 14.8 µM; in the data active = inhibition above about 28%
PREPL inh: inhibits the human prolyl oligopeptidase-like enzyme; AID 2751; recombinant PREPL, fluorescence polarization activity-based probe; actives 0.68% (n = 320,000); inhibition, % at 5.96 µM; Q4J6C6; in the data active = inhibition above about 43%;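 note: 0% = enzyme with DMSO and 100% = wells lacking enzyme; many of its hits are not listed in these tables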
LYPLA2 counter: LYPLA2 (human) inhibition in PME1 counter-screen. O95372. recombinant LYPLA2, FP-Rh probe fluorescence polarization. inhibition, % at 5.9 µM. actives 0.38% (n = 320,000). AID 2177;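 active = inhibition above the screen-wide mean plus 3 SD, limit set per campaign, cut at about 26% in these data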;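 note: 0% = LYPLA2 with DMSO and 100% = wells lacking LYPLA2 enzyme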
Target sequence (O95372 whole entry, looked up): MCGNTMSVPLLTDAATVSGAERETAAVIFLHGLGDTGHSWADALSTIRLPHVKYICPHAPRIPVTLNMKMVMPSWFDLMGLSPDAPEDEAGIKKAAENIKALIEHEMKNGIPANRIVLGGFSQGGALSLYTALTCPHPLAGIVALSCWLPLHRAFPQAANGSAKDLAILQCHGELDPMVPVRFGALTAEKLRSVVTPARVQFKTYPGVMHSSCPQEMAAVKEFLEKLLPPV
PAFAH1B3 inh: inhibitors of human PAFAH1B3; recombinant PAFAH1B3, FP-rhodamine probe, fluorescence polarization; actives 0.28% (n = 340,000); inhibition, % at 3.39 µM; Q15102;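 active = inhibition above the screen-wide average of all tested compounds plus 3 SD, cut at about 25% in these data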;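 note: 0% = enzyme with DMSO only and 100% = wells lacking PAFAH1B3 protein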
PAFAH2 inh: PAFAH2 (human) inhibition; inhibition, % at 3.39 µM; Q99487; recombinant PAFAH2, FP-rhodamine activity probe, fluorescence polarization; actives 0.99% (n = 340,000);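 active = inhibition above the mean over all tested compounds plus 3 SD, cut at about 30% in these data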;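 note: inhibitors block probe labeling of enzyme so polarization drops; 0% = enzyme with DMSO and 100% = wells lacking PAFAH2 protein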
pPAFAH inh: pPAFAH (human) enzyme inhibition | Q13093 | recombinant pPAFAH, FP-rhodamine probe fluorescence polarization | inhibition, % at 3.39 µM | actives 1.5% (n = 330,000) | AID 463082;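 active = inhibition above the mean inhibition across the screen plus 3 SD, cut at about 25% in these data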;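 note: inhibitors block binding of the rhodamine activity-based probe so polarization drops; 0% = enzyme with DMSO and 100% = wells lacking pPAFAH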
Target sequence (Q13093 whole entry, looked up): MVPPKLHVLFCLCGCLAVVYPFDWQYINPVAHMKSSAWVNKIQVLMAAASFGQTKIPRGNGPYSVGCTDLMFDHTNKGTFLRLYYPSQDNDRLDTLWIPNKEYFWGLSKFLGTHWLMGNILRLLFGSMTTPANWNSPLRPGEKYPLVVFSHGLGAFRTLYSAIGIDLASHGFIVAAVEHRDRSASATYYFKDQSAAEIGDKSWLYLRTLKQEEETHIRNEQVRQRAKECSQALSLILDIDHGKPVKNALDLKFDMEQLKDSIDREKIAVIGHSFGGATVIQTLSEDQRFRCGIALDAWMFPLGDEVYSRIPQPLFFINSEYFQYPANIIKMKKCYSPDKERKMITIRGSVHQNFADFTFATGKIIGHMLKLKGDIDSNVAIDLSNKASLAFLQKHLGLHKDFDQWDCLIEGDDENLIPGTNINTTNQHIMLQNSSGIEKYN
An asterisk follows results filed as active; · = not tested or not shown.

SMILES	ZTA DNA inh	LYPLA1 counter	PAFAH1B2 inh	EBNA-1 inh	PREPL inh	LYPLA2 counter	PAFAH1B3 inh	PAFAH2 inh	pPAFAH inh
CN(C)CC[n+]1ccc(C(=O)c2ccccc2)cc1	-3.0	2.9	7.5	-1.2	11.5	4.7	0.4	4.5	2.1
COCCNC(=S)NNc1ccc(Cl)c(C(=O)O)c1	8.5	-1.3	3.5	9.3	-6.0	0.8	4.9	-1.8	-0.2
Cc1ccn(CC(=O)N2CCCC(N3CCN(c4cccc(Cl)c4)CC3)C2)n1 (stereo not given)	8.4	-2.4	-4.2	8.1	-1.8	12.2	5.2	1.0	2.1
COc1ccc(CCn2c(N)c(C(=O)NCc3ccco3)c3nc4ccccc4nc32)cc1OC	-10.8	-4.6	1.8	5.9	13.6	-5.9	12.0	-2.0	12.6
O=C(c1ccc(NC(=S)Nc2ccc(F)cc2F)cc1)N1CCOCC1	-7.4	1.5	7.4	-8.4	3.3	9.8	7.4	0.2	5.0
O=c1[nH]c(C2CCN(S(=O)(=O)c3ccccc3F)CC2)nc2c1nnn2Cc1ccc2c(c1)OCCO2	-2.2	3.6	9.9	-0.6	-9.1	0.7	10.6	2.8	4.1
CCOC(=O)Cn1c(Br)nc2c1c(=O)[nH]c(=O)n2C	2.3	-3.1	0.2	-0.2	0.9	-2.1	-1.3	3.4	4.5
CCc1ccccc1S(=O)(=O)c1c(C)cc(C)nc1Cl	-4.6	-2.6	3.2	2.0	10.7	5.3	3.3	3.3	6.4
COc1cc(NC(=O)c2ccccc2)c(OC)cc1NC(=O)CN1CCCCC1	-22.7	1.8	4.7	2.2	8.7	4.6	1.3	0.1	7.5
O=C(CN1C(=O)c2ccccc2S1(=O)=O)Nc1ccon1	-13.8	-2.2	-2.4	4.4	-4.0	-0.9	7.9	3.8	-3.4
COc1ccc(C(=O)/C=C/C(=O)N(Cc2ccc3c(c2)OCO3)C(C(=O)NC2CCCCC2)c2ccncc2)c(O)c1 (stereo not given)	6.0	-2.1	3.3	12.9	-5.1	-1.4	1.4	2.5	4.6
Cc1ccc(S(=O)(=O)N=S(CCO)CCO)cc1	2.2	-1.4	-3.6	1.7	-3.7	-3.7	11.6	-1.5	-4.0
COCCCN(C(=S)Nc1cc(C)cc(C)c1)C(C)c1ccncc1 (stereo not given)	-5.0	-0.6	0.2	-10.9	15.0	3.5	-10.3	-5.5	-9.0
COc1ccccc1N1CCN(C(=O)CSc2nnc(C)n2C2CC2)CC1	·	·	0.9	·	6.5	·	5.8	5.5	-3.6
O=C(NNC(=O)c1ccncc1)Nc1ccc([N+](=O)[O-])cc1	2.8	-4.3	1.4	0.4	2.9	-2.3	3.3	0.1	-4.4
Cc1cccc(NC(=O)CNC(=O)CN2C(=O)NC3(CCCCC3C)C2=O)c1C (stereo not given)	-16.6	1.3	2.2	-8.7	13.0	3.2	5.1	-2.4	-0.9
OCC1(c2cc(C(F)(F)F)n[nH]2)CCCCC1	-14.1	3.0	2.6	-0.1	-2.6	2.6	10.2	5.8	3.7
Cc1ccc(NC(=O)c2cc(S(=O)(=O)N3CCCCC3)ccc2N2CCOCC2)cc1F	22.3	-4.9	5.8	-2.3	4.2	-2.5	5.1	2.7	4.9
Cc1noc(C)c1CSc1nnc(-c2cc(Cl)ccc2Cl)n1N	0.6	3.0	-0.1	-1.2	1.7	8.2	1.0	3.7	4.7
COc1ccc(C)cc1NC(=O)CN1CCN(CC(=O)Nc2ccccc2F)CC1	-13.3	-3.2	-1.8	-5.8	16.7	2.5	8.1	-3.8	-2.9
CCC(C)NS(=O)(=O)c1cccs1 (stereo not given)	-3.0	-2.3	2.6	-17.6	4.1	-0.4	3.4	1.9	-2.0
Cc1coc2c1c(C)cc1oc(=O)c(CC(=O)NCCC(=O)O)c(C)c12	3.7	-2.4	2.5	-10.7	-9.2	-6.2	4.5	6.3	5.6
CCc1ccccc1NC(=O)C1NC(=O)CC1c1ccccc1 (stereo not given)	11.8	-4.6	3.2	0.3	-0.1	-3.6	1.1	-3.1	1.1
Cc1csc(SCC(=O)Nc2c(C)n(C)n(-c3ccccc3)c2=O)n1	-7.7	0.3	0.8	0.2	-7.6	3.7	3.9	7.9	6.1
CCOC(=O)[C@H]1[C@H]2COc3ccc(Br)cc3[C@@H]2N2C(=O)N(c3ccc(F)cc3)C(=O)[C@@]12C	·	·	1.0	·	-97.8	·	2.5	-1.5	5.2

4 entries from above, sorted by the value under PREPL inh, lowest first.
SMILES	PAFAH1B2 inh	EBNA-1 inh	PREPL inh	PAFAH1B3 inh	PAFAH2 inh	pPAFAH inh
O=c1[nH]c(C2CCN(S(=O)(=O)c3ccccc3F)CC2)nc2c1nnn2Cc1ccc2c(c1)OCCO2	9.9	-0.6	-9.1	10.6	2.8	4.1
COc1ccc(C(=O)/C=C/C(=O)N(Cc2ccc3c(c2)OCO3)C(C(=O)NC2CCCCC2)c2ccncc2)c(O)c1 (stereo not given)	3.3	12.9	-5.1	1.4	2.5	4.6
Cc1cccc(NC(=O)CNC(=O)CN2C(=O)NC3(CCCCC3C)C2=O)c1C (stereo not given)	2.2	-8.7	13.0	5.1	-2.4	-0.9
COc1ccc(CCn2c(N)c(C(=O)NCc3ccco3)c3nc4ccccc4nc32)cc1OC	1.8	5.9	13.6	12.0	-2.0	12.6

Additional results
SMILES	ZTA DNA inh	LYPLA1 counter	PAFAH1B2 inh	EBNA-1 inh	PREPL inh	LYPLA2 counter	PAFAH1B3 inh	PAFAH2 inh	pPAFAH inh
COc1ccc(S(=O)(=O)Nc2cc(C)on2)cc1OC	16.1	1.4	2.0	6.7	5.2	3.0	6.9	7.9	4.8
Cc1ccc(N2CC(C(=O)N3CCN(Cc4ccc5c(c4)OCO5)CC3)CC2=O)cc1 (stereo not given)	-9.4	1.4	2.4	-5.1	14.4	4.5	16.2	2.4	0.2
COC(=O)Cn1c(=O)c2c(n(Cc3ccccc3)c1=O)N/C(=C/c1ccc(OC)cc1)C2=O	-19.1	0.8	2.0	-9.2	-0.3	1.7	3.9	23.9	2.1
O/N=C/CCn1c(=S)sc2ccccc21	-6.3	-0.8	5.9	7.3	5.4	-3.5	-0.3	-6.4	-0.7
CC(=O)N/N=C(\C)c1ccc(Br)cc1Br	-0.7	-0.2	-1.9	-8.0	-6.6	-6.5	14.1	11.9	-0.9
Cc1ccccc1NC(=O)NC(N)=O	13.4	2.9	5.8	2.9	0.2	-0.5	-3.5	3.0	-0.2
Cc1ccc(S(=O)(=O)N2CCCCC2)cc1NC(=O)COC(=O)c1ccc(O)cc1	31.7	-0.9	7.6	9.5	5.8	-10.1	6.1	59.6*	14.9
O=C1C=C(c2cccc(Br)c2)C[C@@H](c2ccc3c(c2)OCO3)C1	-1.3	0.0	-4.4	·	-13.1	-2.5	-0.4	-1.9	9.4
COc1ccc(C)cc1NC(=O)CCC(=O)Nc1ccc2nc(N3CCN(C)CC3)cc(C)c2c1	-4.9	0.9	·	5.9	10.2	-0.4	·	·	5.2
O=C(N/N=C/c1ccccc1O)C1CCCC1	1.0	0.9	-0.4	8.5	-1.3	1.9	-1.1	-2.4	6.8
CCOC(=O)NC(=O)/C(N=Nc1cccc(C(F)(F)F)c1)=C(\C)O	3.4	9.0	·	5.0	14.6	-0.5	·	·	1.4
Cc1cc(C(C)(C)C)ccc1OCCN(C)C	17.5	-4.5	5.4	7.3	1.7	-6.0	2.5	4.2	3.4
CC(=O)Nc1cccc(NC(=O)CSc2ccc3nnc(CCNC(=O)c4ccccc4)n3n2)c1	4.0	0.3	4.4	0.0	6.0	2.3	10.7	-3.5	5.0
Cc1cc(C)c(NC(=O)CS(=O)CC(=O)Nc2ccc(F)cc2F)c(C)c1 (stereo not given)	4.0	-3.5	0.9	0.9	8.7	-7.6	8.2	0.3	-0.8
COc1ccccc1-c1nn(Cc2ccccc2)cc1C(=O)NCC(c1ccco1)N1CCCC1 (stereo not given)	-1.4	4.2	-2.3	·	-6.5	3.5	4.2	1.9	2.3
CCCc1nc2sc3c(c2c(=O)n1NC(=O)CCCl)CCCC3	11.8	3.0	3.1	3.0	0.2	-0.3	-7.1	-2.1	6.1
COc1c2ccoc2nc2c(OC)c(O)ccc12	-13.1	2.8	6.8	-12.4	11.6	6.5	6.2	-3.9	-4.4
CSc1cccc(NC(=O)COC(=O)C2CCN(S(=O)(=O)c3ccccc3)CC2)c1	5.4	-4.5	2.0	·	-1.1	3.1	-6.0	2.8	5.1
Cc1cc(=O)[nH]c(SCC(=O)N2CCCCC2)n1	5.8	-0.7	1.8	4.2	-3.8	1.1	1.7	1.0	5.4
Fc1ccc(Nc2nc(-c3cccnc3)cs2)cc1	9.4	4.5	3.4	-6.8	20.7	2.0	3.8	-3.8	7.7
O=C(NC1CCSC1=O)c1ccc(Oc2cccc(C(F)(F)F)c2)nc1 (stereo not given)	1.3	0.8	0.0	-8.3	13.9	-2.5	2.9	-2.0	1.0
O=C(CN1C(=O)NC(CCc2ccccc2)C1=O)Nc1ccc(F)c(F)c1F (stereo not given)	·	·	-2.9	·	9.9	·	7.4	10.3	2.3
O=C(CSCc1ccc(Cl)cc1)N/N=C/c1ccccc1	-14.2	-0.7	6.5	-7.4	-61.6	2.3	5.8	-6.2	4.8
Cc1c(-n2c(SCC(=O)NC(C)C(C)C)nc3ccccc3c2=O)c(=O)n(-c2ccccc2)n1C (stereo not given)	-9.3	-1.2	-4.0	3.5	-7.5	-0.1	3.4	5.4	-2.2
CN(C(=S)NCCN1CCOCC1)C(c1ccccc1)c1ccccc1	8.8	-1.5	6.2	-8.5	-38.7	3.9	-0.1	6.4	-5.7
Cc1csc2nc(CCNS(=O)(=O)c3ccc4c(c3)OCCO4)cn12	-10.4	0.5	2.5	2.0	-9.4	7.3	-5.3	6.4	-3.1
CC1CCCCN1CCCNC(=O)c1cc(Br)c(Br)[nH]1 (stereo not given)	-2.3	1.1	1.0	5.1	8.6	5.0	4.5	4.4	4.8

Gathered by group: those above containing a furan ring, fused or not.
SMILES	ZTA DNA inh	LYPLA1 counter	PAFAH1B2 inh	EBNA-1 inh	PREPL inh	LYPLA2 counter	PAFAH1B3 inh	PAFAH2 inh	pPAFAH inh
COc1ccc(CCn2c(N)c(C(=O)NCc3ccco3)c3nc4ccccc4nc32)cc1OC	-10.8	-4.6	1.8	5.9	13.6	-5.9	12.0	-2.0	12.6
Cc1coc2c1c(C)cc1oc(=O)c(CC(=O)NCCC(=O)O)c(C)c12	3.7	-2.4	2.5	-10.7	-9.2	-6.2	4.5	6.3	5.6
COc1ccccc1-c1nn(Cc2ccccc2)cc1C(=O)NCC(c1ccco1)N1CCCC1 (stereo not given)	-1.4	4.2	-2.3	·	-6.5	3.5	4.2	1.9	2.3
COc1c2ccoc2nc2c(OC)c(O)ccc12	-13.1	2.8	6.8	-12.4	11.6	6.5	6.2	-3.9	-4.4

One compound at a time, from the list above. Order of screens: ZTA DNA inh | LYPLA1 counter | PAFAH1B2 inh | EBNA-1 inh | PREPL inh | LYPLA2 counter | PAFAH1B3 inh | PAFAH2 inh | pPAFAH inh
`COc1ccc(C)cc1NC(=O)CN1CCN(CC(=O)Nc2ccccc2F)CC1` as listed: -13.3 | -3.2 | -1.8 | -5.8 | 16.7 | 2.5 | 8.1 | -3.8 | -2.9
`Cc1cc(=O)[nH]c(SCC(=O)N2CCCCC2)n1` as listed: 5.8 | -0.7 | 1.8 | 4.2 | -3.8 | 1.1 | 1.7 | 1.0 | 5.4
`CC(=O)N/N=C(\C)c1ccc(Br)cc1Br` as listed: -0.7 | -0.2 | -1.9 | -8.0 | -6.6 | -6.5 | 14.1 | 11.9 | -0.9

Not all compounds are listed; the hit share may differ from the screen's.
